# Screening data: PubChem, Sanford-Burnham Center for Chemical Genomics
# APOBEC3A inh: APOBEC3A ssDNA deaminase inhibitors, primary screen, selectivity assay for APOBEC3G inhibitor project, biochemical, FAM/TAMRA oligo cleavage fluorescence. DNA dC->dU-editing enzyme APOBEC-3A (Homo sapiens), P31941. recombinant A3A, FAM/TAMRA ssDNA deamination fluorescence. inhibition, % at 20 µM. 330,000 compounds, 0.41% hits. AID 493011, 2011;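 active = at least 40% inhibition at 20 µM here, with at most 30% in a related deaminase screen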;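 also: plate controls were A3A with DMSO for no effect and wells lacking A3A enzyme for full effect; some results filed as inactive read as strong as hits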
# Target sequence (P31941 whole entry, looked up): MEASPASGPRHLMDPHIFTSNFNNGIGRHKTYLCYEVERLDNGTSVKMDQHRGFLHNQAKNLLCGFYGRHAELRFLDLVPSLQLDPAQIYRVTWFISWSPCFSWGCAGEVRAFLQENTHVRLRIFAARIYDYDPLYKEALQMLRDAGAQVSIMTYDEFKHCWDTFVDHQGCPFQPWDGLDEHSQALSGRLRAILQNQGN
# MIN6 prolif: inducers of MIN6 beta-cell proliferation, primary screen, ATP luminescence, uHTS. proliferation, % at 10 µM. MIN6 cells proliferation, ATPlite luminescence, 48 h; cells starved in 0.2% serum; 100% = growth in 10% serum. 330,000 compounds, 0.29% hits;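 active = compounds whose signal lies at least 3.5 SD above the mean of all wells on their plate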;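 also: 0% = DMSO-treated cells in low-serum medium and 100% = 10% serum control; some compounds called inactive have numbers as strong as hits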
# mIAP block: inhibitors of mouse IAP, primary screen, biochemical, luminescence, uHTS. 330,000 compounds, 0.2% hits. purified mouse IAP, CDP-Star luminescence, 30 min. intestinal alkaline phosphatase [Mus musculus]. AID 2806, 2010. inhibition, % at 10 µM;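 active = inhibition of at least 40% at 10 µM in the primary screen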;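 also: plate controls were DMSO with enzyme for no effect and no enzyme wells for full effect; values of inactives mirror those of a sister screen read the other way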
# hIAP block: human IAP inhibitors, primary screen, biochemical, luminescence, uHTS; 330,000 compounds, 0.12% hits; purified IAP, CDP-Star luminescence, 30 min; inhibition, % at 10 µM;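 active = inhibition reaching a set limit with compound at 10 µM in the primary screen, cut at about 35% in these data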;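 also: plate controls were DMSO wells with enzyme for no effect and no-enzyme buffer wells for full effect; values of inactives mirror those of a sister screen read the other way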
# Target sequence (P09923 whole entry, looked up): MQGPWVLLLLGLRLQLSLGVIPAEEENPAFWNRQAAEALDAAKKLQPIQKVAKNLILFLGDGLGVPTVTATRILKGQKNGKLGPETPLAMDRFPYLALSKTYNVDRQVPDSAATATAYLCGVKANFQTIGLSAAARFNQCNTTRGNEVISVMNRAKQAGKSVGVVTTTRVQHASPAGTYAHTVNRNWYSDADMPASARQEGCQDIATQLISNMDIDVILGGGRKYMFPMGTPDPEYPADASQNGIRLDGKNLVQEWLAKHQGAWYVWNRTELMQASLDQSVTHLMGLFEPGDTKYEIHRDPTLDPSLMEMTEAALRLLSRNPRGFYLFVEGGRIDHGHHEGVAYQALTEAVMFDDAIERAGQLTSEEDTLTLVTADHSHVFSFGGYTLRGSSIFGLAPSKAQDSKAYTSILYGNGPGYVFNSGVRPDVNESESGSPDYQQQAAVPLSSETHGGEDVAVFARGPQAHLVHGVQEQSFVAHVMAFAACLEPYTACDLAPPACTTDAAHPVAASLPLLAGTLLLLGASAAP
# MPTP block: mitochondrial permeability transition pore inhibitors, primary screen, biochemical, isolated mouse mitochondria, absorbance; AID 602449, 2012; inhibition, % at 10 µM; 360,000 compounds, 1.4% hits; Ca2+ swelling absorbance, 30 min;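 active = inhibition of 50% or more, scaled per plate between neutral and stimulator controls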;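 also: 0% = DMSO wells given calcium and 100% = 1 mM EGTA wells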
# NR3A LBD binder: binders of NR3A ligand-binding domain, primary screen, biophysical, differential scanning fluorimetry, uHTS | Tm shift relative to glycine control, % at 25 µM | NR3A LBD differential scanning fluorimetry, Tm shift; 0% = protein alone, 100% = glycine-bound protein | 340,000 compounds, 2.5% hits | Glutamate receptor ionotropic, NMDA 3A (GRIN3A) ligand-binding domain | AID 1259313, 2017;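 active = melting temperature shift of at least 10% of the positive control shift, at one fixed dose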
# mIAP activ: activators of mouse IAP, primary screen, biochemical, luminescence, uHTS | AID 2805, 2010 | activation factor at 10 µM | intestinal alkaline phosphatase [Mus musculus] | muIAP, CDP-Star luminescence, 30 min; hits give high values; 1 = vehicle-only enzyme signal, 0 = enzyme-free wells | 330,000 compounds, 0.24% hits;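 active = activation factor of at least 2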; also: the source names both 10 and 20 µM as test concentration; values of inactives mirror those of a sister screen read the other way
#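 Assay system: mouse IAP enzyme; Reagent: CDP-Star chemiluminescent phosphatase substrate; Compound: DMSO-dissolved test compounds; Incubation: 30 min, room temperature; Technique: luminescence from enzymatic CDP-Star hydrolysis; Controls: DMSO-only wells and no-enzyme negative control.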
# A3G deaminase: APOBEC3G DNA deaminase inhibitors, primary screen, biochemical, fluorescence, single-stranded DNA substrate, uHTS; DNA dC->dU-editing enzyme APOBEC-3G (Homo sapiens), Q9HC16; recombinant A3G, ssDNA deamination FAM/TAMRA fluorescence; 330,000 compounds, 0.28% hits; inhibition, % at 20 µM;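 active = inhibition of at least 40% at 20 µM, with no more than 30% in the related APOBEC3A deaminase screen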;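 also: plate controls were DMSO wells with A3G for no effect and wells lacking A3G enzyme for full effect; some compounds called inactive have numbers as strong as hits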
# Target sequence (Q9HC16 whole entry, looked up): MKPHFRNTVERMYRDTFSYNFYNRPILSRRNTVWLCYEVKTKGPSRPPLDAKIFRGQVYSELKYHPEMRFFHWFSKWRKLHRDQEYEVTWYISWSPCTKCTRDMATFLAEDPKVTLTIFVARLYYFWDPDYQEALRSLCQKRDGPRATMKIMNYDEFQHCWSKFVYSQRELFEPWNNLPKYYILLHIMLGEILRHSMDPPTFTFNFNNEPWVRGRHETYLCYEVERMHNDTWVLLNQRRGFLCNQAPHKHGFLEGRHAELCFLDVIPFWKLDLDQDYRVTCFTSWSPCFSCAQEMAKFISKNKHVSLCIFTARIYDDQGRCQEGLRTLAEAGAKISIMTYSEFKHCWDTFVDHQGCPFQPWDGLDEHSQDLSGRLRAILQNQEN
# hIAP activ: human IAP activators, primary screen, biochemical, luminescence, uHTS | Intestinal-type alkaline phosphatase (Homo sapiens), P09923 | purified human IAP, CDP-Star luminescence, 30 min; hits give high values; 1 = vehicle-only enzyme, 0 = enzyme-free background | 330,000 compounds, 0.16% hits | activation factor at 10 µM;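 active = activation factor of the enzyme at least 2-fold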; also: the source names both 10 and 20 µM as test concentration; values of inactives mirror those of a sister screen read the other way
# * = called active by the depositor; . = no result given.
SMILES,APOBEC3A inh,MIN6 prolif,mIAP block,hIAP block,MPTP block,NR3A LBD binder,mIAP activ,A3G deaminase,hIAP activ
CCOC(=O)C(C)n1cnc2sc(C)c(C)c2c1=O (centres undefined),-1,-3,-4,-6,3.1,2,1,0,1.1
COc1cccc(NC(=O)c2ccccc2F)c1,2,-9,5,10,0.2,-1,0.95,-9,0.9
NC(=O)c1ccccc1OCCOCCOCCOc1ccccc1C(N)=O,0,0,10,15,0.0,1,0.9,-4,0.85
CNc1nc(Cl)nc(Nc2ccccc2)n1,1,1,22,-5,-1.7,-2,0.78,-9,1.1
O=C(NNC(=O)C1CC=CCC1C(=O)O)c1cccs1 (centres undefined),-5,-1,7,14,-0.1,-3,0.93,-8,0.86
CC(=O)N1CCN(C23CC4CC(CC(C4)C2)C3)CC1,-1,0,-10,16,-0.5,-1,1.1,-3,0.84
N/C(Cc1ccc([N+](=O)[O-])cc1)=N\OC(=O)c1cccc(Br)c1,-5,-6,7,3,0.8,-15,0.93,-8,0.97
O=C(CCS(=O)(=O)c1ccc(Cl)cc1)N1CCN(c2ccc(F)cc2)CC1,-1,-3,8,-7,-0.1,0,0.93,-6,1.1
O=C(c1ccc([N+](=O)[O-])o1)N1CCc2ccccc2C1,-1,2,-2,5,0.1,0,1,-3,0.95
CCOC(=O)C(NC(C)=O)(Nc1ccc(S(=O)(=O)Nc2ncccn2)cc1)C(F)(F)F (centres undefined),1,0,-4,-12,-0.4,-4,1,-4,1.1
CC(C)c1nc2sc3c(c2c(=O)o1)CCCC3,3,-1,5,1,0.2,3,0.95,-1,0.99
CN(CC(=O)Nc1ccc(F)cc1)C(=O)c1ccc(OCc2ccccc2)cc1,7,2,-1,-7,-0.4,1,1,-8,1.1
COc1ccc(-n2c(SCC(=O)Nc3ccc(C(N)=O)cc3)nc3ccccc3c2=O)cc1OC,17,-2,0,-1,0.8,1,1,3,1
CCOC(=O)C1(CCOC)CCN(Cc2ccc(C(=O)OC)cc2)CC1,-2,-4,4,-8,-0.3,-2,0.96,-3,1.1
N#CCN1C(=O)C(=O)N(Cc2cccc(C(F)(F)F)c2)C1=O,7,-1,-2,8,0.6,-2,1,2,0.92
CCOC(=O)C1=C(CSc2nc(C)cc(C)c2C#N)OC(N)=C(C#N)C1c1cccs1 (centres undefined),-2,-1,10,11,.,1,0.9,-6,0.89
CCC(C)COC(=O)c1ccc(C(=O)O)cc1 (centres undefined),-9,-1,-13,-20,-2.1,0,1.1,-10,1.2
CCOc1ccc(N(Cc2cc3cc(C)ccc3[nH]c2=O)S(=O)(=O)c2ccccc2)cc1,-1,-5,13,-20,-0.2,-5,0.87,-6,1.2
CCc1ccc2nc(N)sc2c1,-2,2,-15,8,-1.7,0,1.1,-10,0.92
Cc1c(Cl)cccc1NC(=S)NC1CC1,0,0,-3,-4,1.1,-1,1,-7,1
CCC(Nc1nc(-c2ccccc2)nc2ccccc12)C(=O)O (centres undefined),3,-2,-2,-4,0.0,-1,1,1,1
O=C(c1cccc([N+](=O)[O-])c1)c1cc2ccccc2o1,2,0,10,7,-1.2,1,0.9,-1,0.93
O=C(CN(Cc1ccccc1)C(=O)c1ccco1)NCc1ccc(F)cc1,0,-1,9,-3,-0.6,-1,0.91,1,1
O=C(O)c1ccc(S(=O)(=O)c2ccc3c(c2)C(=O)N(c2ccc(O)cc2)C3=O)cc1,3,-4,9,-1,1.4,1,0.91,-5,1
CCOC(=O)c1cc(NC(=O)N(C(C)C)C2CCCCC2)c(C)nc1C,-3,2,5,-1,0.0,2,0.95,-7,1
COc1ccc(NC(=O)C(=O)N/N=C/c2cc(C)n(-c3cccc(Cl)c3Cl)c2C)c(OC)c1,-32,-4,0,12,2.7,-1,1,-4,0.88
CCn1c(SCC(=O)Nc2ccc3[nH]c(=O)[nH]c3c2)nnc1-c1ccccc1,0,-3,-2,-16,0.6,2,1,3,1.2
Cc1cccc(NC(=O)CSc2nc(C)c(Cc3ccccc3)c(=O)[nH]2)c1C,0,-4,-2,6,.,.,1,0,0.94
O=C(NCc1ccccc1Cl)C(=O)c1c[nH]c2ccccc12,-2,-4,10,-8,2.1,1,0.9,-6,1.1
COC(=O)Cc1c(O)ccn(Cc2cccc3ccccc23)c1=O,-5,-3,-4,-12,0.6,-3,1,-8,1.1

# Compound profiles, as listed above.
# `CCC(Nc1nc(-c2ccccc2)nc2ccccc12)C(=O)O` (centres undefined) is listed as APOBEC3A inh = 3; MIN6 prolif = -2; mIAP block = -2; hIAP block = -4; MPTP block = 0.0; NR3A LBD binder = -1; mIAP activ = 1; A3G deaminase = 1; hIAP activ = 1
# `CCn1c(SCC(=O)Nc2ccc3[nH]c(=O)[nH]c3c2)nnc1-c1ccccc1` is listed as APOBEC3A inh = 0; MIN6 prolif = -3; mIAP block = -2; hIAP block = -16; MPTP block = 0.6; NR3A LBD binder = 2; mIAP activ = 1; A3G deaminase = 3; hIAP activ = 1.2

# Next section
SMILES,APOBEC3A inh,MIN6 prolif,mIAP block,hIAP block,MPTP block,NR3A LBD binder,mIAP activ,A3G deaminase,hIAP activ
Cc1ccc(OCc2nnc(N)s2)cc1C,-1,-3,0,6,-0.5,-1,1,-5,0.94
COc1ccccc1NC(=O)Cn1cncc1-c1ccc([N+](=O)[O-])cc1,-4,-1,1,-10,-0.4,-5,0.99,-6,1.1
O=Cc1c(NCCN2CCOCC2)c2ccccc2[nH]c1=O,-1,1,25,20,-0.2,-1,0.75,-3,0.8
Nc1ccnc(C(F)(F)F)c1C(=O)c1ccccc1,-4,-1,5,2,-0.8,-1,0.95,-9,0.98
CC(NC(=O)c1ccc(F)cc1)c1nc2ccccc2n1Cc1ccccc1F (centres undefined),-2,-5,2,-12,-0.9,-3,0.98,-2,1.1
Cc1cc(NC2C3CC4CC(C3)CC2C4)n2nnnc2n1 (centres undefined),-2,0,0,-7,-0.8,-15,1,-5,1.1
Cc1ccccc1CC1(CO)CCCN(Cc2nc(-c3cccs3)oc2C)C1 (centres undefined),-4,-4,10,10,1.0,2,0.9,-4,0.9
CCOC(=O)C1CCN(C(c2ccccn2)c2c(C)[nH]c3ccccc23)CC1 (centres undefined),5,-2,-1,-18,-5.8,-1,1,-2,1.2
Cc1ccc2c(c1)-n1c(nc3cc(F)ccc3c1=O)C(Cc1ccc(O)cc1)NC2=O (centres undefined),-1,0,-17,6,.,.,1.2,-5,0.94
Cc1ccc(S(=O)(=O)n2nc(C)c(C#N)c2N)cc1,-3,-1,12,-12,0.3,-3,0.88,-5,1.1
CC(C)C1COS(=O)(=O)NC1CC(=O)SC(C)(C)C (centres undefined),4,-4,0,3,0.3,1,1,8,0.97
Cc1ccc(S(=O)(=O)N2CCCN(C(=O)CNC(=O)c3cccc(C)c3)CC2)cc1,1,-4,-7,1,-2.6,3,1.1,-6,0.99
O=C(NNc1ccccc1)C(CCO)C(=O)NNc1ccccc1,-1,1,-3,-7,-0.4,-2,1,28,1.1
O=C(COc1ccccc1/C=C1\SC(=S)NC1=O)Nc1ccc(F)cc1,-1,-6,7,2,61*,14*,0.93,-1,0.98
COC(=O)c1sc(N)c(C(=O)OC)c1CSc1nnc(-c2ccccc2Cl)n1C,2,1,-1,15,-0.1,-1,1,-1,0.85
CN(C)CCCN(C(=O)C1=COCCO1)c1nc2ccc(Br)cc2s1,-1,-5,5,-13,-2.0,-1,0.95,-6,1.1
O=C(Sc1cccc2cccnc12)c1ccccc1Br,-2,-4,5,6,1.6,.,0.95,-12,0.94
CC(C(=O)N(C)Cc1ccccc1)N1CCN(C/C=C/c2ccccc2)CC1 (centres undefined),-4,-1,4,5,2.0,0,0.96,-8,0.95
CCCCn1c(N)c(N(CCC(C)C)C(=O)C2CC(=O)N(CCc3ccc(OC)c(OC)c3)C2)c(=O)[nH]c1=O (centres undefined),-1,2,5,-2,-0.7,1,0.95,-8,1
CCOc1ccc(C(=O)CCC(=O)Nc2ccccc2C)cc1,-1,-4,6,14,-1.0,-4,0.94,-5,0.86
O=C(CN1C(=O)NC2(CCCc3ccccc32)C1=O)NCc1ccc(Cl)cc1Cl (centres undefined),8,-5,-4,-2,1.0,8,1,-5,1
C[C@@]12C(=O)Nc3cc(F)c(F)cc3C(=O)N1[C@H]1c3cc(Cl)ccc3OC[C@@H]1[C@@H]2c1ccccc1,-3,-6,7,0,0.9,4,0.93,-5,1
CC1CC(NS(=O)(=O)c2cc3c4c(c2)CCN4C(=O)CC3)CC(C)(C)C1 (centres undefined),3,4,-13,-10,-2.1,-1,1.1,16,1.1
Cc1ccc(Nc2c(F)c(F)c(F)c(F)c2C(=O)O)cc1,-3,4,3,16,-0.2,0,0.97,-2,0.84
O=C(Nc1cccc([N+](=O)[O-])c1)C1CC(=O)N(C2CCCCC2)C1 (centres undefined),0,-1,8,-6,-0.7,14*,0.92,-9,1.1
O=S(=O)(c1ccc(-n2cnnn2)cc1)N1CCNCC1,-4,3,-2,8,-1.3,0,1,-6,0.92
CSc1ccccc1C(=O)NC1CCCN(Cc2ccccc2F)C1 (centres undefined),-5,-1,3,-1,3.8,0,0.97,-7,1
O=C(O)CCCNC(=O)CCCNC(=O)C(c1ccccc1)c1ccccc1,2,1,-3,1,0.2,-6,1,-2,0.99
CC(OC(=O)C1CCN(c2ccc(C(F)(F)F)cn2)CC1)C(=O)Nc1ccc(S(N)(=O)=O)cc1 (centres undefined),-4,-3,2,2,2.4,-4,0.98,-7,0.98
CC1CCCCN1Cc1c(O)ccc2c(=O)c(-c3ccc(Br)cc3)coc12 (centres undefined),-1,-4,10,1,0.9,2,0.9,-7,0.99
CN1CCN(CC(=O)Nc2ccc(Cl)cc2Cl)CC1,-2,-1,-1,-7,0.5,3,1,-5,1.1
N=C1C(=O)OCC1c1ccccc1NC(=O)c1ccc(F)cc1 (centres undefined),2,0,1,3,1.1,1,0.99,0,0.97
C=CCN(c1ccccc1)S(=O)(=O)c1cccc(C(=O)NC2CCC(O)CC2)c1 (centres undefined),10,-2,1,-10,0.1,-2,0.99,-9,1.1
Cc1nn(-c2ccccc2)c(C)c1NC(=O)COc1ccc([N+](=O)[O-])cc1,0,-3,4,4,-0.7,1,0.96,-2,0.96
CC1(C)CC(=O)C(CC(=O)Nc2cc(C(F)(F)F)ccc2Cl)C(=O)C1,-5,-2,5,9,0.2,-3,0.95,-6,0.91
Cc1ccc(/C=C2\SC(=S)N(c3cccnc3)C2=O)cc1,2,-1,12,7,-2.0,-2,0.88,-7,0.93
CCOc1ccc2c(C)nc(NC3=NC(C)(C)C=C(C)N3)nc2c1,19,-2,11,20,59*,-3,0.89,17,0.8
CCCCSCCCNC(=O)c1ccc2c(c1)N(CC)C(=O)c1ccccc1S2=O (centres undefined),24,-3,0,8,1.2,-1,1,-2,0.92
Cc1ccc(C)c(NS(=O)(=O)c2cc(C(=O)NCCSC3CCCCC3)ccc2C)c1,-3,-4,-10,3,42,-8,1.1,12,0.97
